Rv3671c inh – inhibits the M. tuberculosis serine protease Rv3671c. P9WHR9. inhibition, % at 5.96 µM. actives 0.048% (n = 320,000); in the data active = inhibition above about 38%;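 note: extracellular domain of Rv3671c used as enzyme; 0% = enzyme with DMSO and 100% = no enzyme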
Target sequence (P9WHR9 whole entry, looked up, the tested form may be a part): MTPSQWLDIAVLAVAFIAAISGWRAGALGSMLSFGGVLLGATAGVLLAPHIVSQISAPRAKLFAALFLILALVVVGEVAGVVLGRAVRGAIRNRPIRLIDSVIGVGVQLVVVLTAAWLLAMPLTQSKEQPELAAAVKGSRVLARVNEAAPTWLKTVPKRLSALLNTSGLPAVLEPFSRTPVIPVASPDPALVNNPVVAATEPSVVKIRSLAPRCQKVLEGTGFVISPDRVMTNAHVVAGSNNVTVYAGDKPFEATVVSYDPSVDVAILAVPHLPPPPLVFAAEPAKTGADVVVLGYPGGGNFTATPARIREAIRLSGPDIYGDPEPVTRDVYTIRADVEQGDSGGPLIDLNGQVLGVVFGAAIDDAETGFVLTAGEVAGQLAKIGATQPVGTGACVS
GDH-TPI counter – inhibits GDH-TPI coupling enzymes, artifact for Mtb FBA screen; GDH-TPI coupled enzyme counterscreen, NADH absorbance; inhibition, % at 4.8 µM; actives 1.2% (n = 360,000); in the data active = inhibition above about 30%;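 note: 0% = DMSO wells and 100% = wells lacking the enzyme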
PrPC TRFRET – inhibitors of human cell surface prion protein PrPC; P04156; TR-FRET read-out; inhibition, % at 13.8 µM; actives 0.43% (n = 370,000); AID 720596; in the data active = inhibition above about 24%; note: 0% = median of the test wells and 100% = reference compound wells
Mtb BioA inh – BioA (M. tuberculosis) enzyme inhibition; purified M. tuberculosis BioA enzyme, plate reader; actives 0.096% (n = 360,000); inhibition, % at 9.99 µM; in the data active = inhibition above about 40%; inconclusive = no clear call, values can overlap the other calls
FBA Mtb inh – Mtb fructose-bisphosphate aldolase inhibition. actives 2.3% (n = 360,000). purified M. tuberculosis FBA, fluorescence read-out. inhibition, % at 1 µM. AID 588726; in the data active = inhibition above about 27%;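 note: 0% = vehicle and 100% = reference inhibitor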
MazEF act – increases E. coli MazEF RNase cleavage of RNA | actives 0.32% (n = 350,000) | FAM/BHQ RNA-DNA oligo cleavage fluorescence, 5 h | activation, % at 20 µM; in the data active = activation above about 50%
Target sequence (P0AE70 whole entry, looked up): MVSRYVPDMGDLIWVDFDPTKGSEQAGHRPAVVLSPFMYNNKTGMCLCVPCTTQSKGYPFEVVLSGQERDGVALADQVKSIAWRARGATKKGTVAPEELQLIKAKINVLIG
BoNT-F LC inh – BoNT F light chain protease inhibition; inhibition, % at 10 µM; actives 0.22% (n = 360,000); AID 588497; Multiplex microsphere protease cleavage assay, flow cytometry; in the data active = inhibition above about 35%, passing the limit was not always enough; inconclusive = no clear call, values can overlap the other calls; note: plate controls were buffer without enzyme for full effect and enzyme alone for no effect
FadD28 FP inh – M. tuberculosis FadD28 bisubstrate binding inhibition; AID 588549; inhibition, % at 12.5 µM; FadD28 bisubstrate probe binding, fluorescence polarization; actives 0.22% (n = 360,000); in the data active = inhibition above about 8.5%, passing the limit was not always enough; inconclusive = no clear call, values can overlap the other calls
Mtb UGM inh – inhibitors of M. tuberculosis UDP-galactopyranose mutase | P9WIQ1 | actives 0.06% (n = 320,000) | purified UGM, fluorescence polarization probe displacement | inhibition, % at 10 µM; in the data active = inhibition above about 10%, passing the limit was not always enough; inconclusive = no clear call, values can overlap the other calls
Target sequence (P9WIQ1 whole entry, looked up): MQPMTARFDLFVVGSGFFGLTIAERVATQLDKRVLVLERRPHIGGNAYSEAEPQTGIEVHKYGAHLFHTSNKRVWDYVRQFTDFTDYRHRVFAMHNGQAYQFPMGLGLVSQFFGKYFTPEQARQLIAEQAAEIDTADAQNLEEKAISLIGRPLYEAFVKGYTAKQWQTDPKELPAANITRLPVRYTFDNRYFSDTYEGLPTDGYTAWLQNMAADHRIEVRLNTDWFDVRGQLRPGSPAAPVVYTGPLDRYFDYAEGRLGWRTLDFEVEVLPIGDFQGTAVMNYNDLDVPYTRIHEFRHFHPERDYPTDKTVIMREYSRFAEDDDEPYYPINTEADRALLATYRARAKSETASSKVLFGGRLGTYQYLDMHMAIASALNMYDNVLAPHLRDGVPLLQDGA
* hit, by the source's call; u = inconclusive; x = not tested or not shown. This is a random part of the collection; any-hit rate near 4.8%.

The first 5 compounds as a preview:
SMILES	Rv3671c inh	GDH-TPI counter	PrPC TRFRET	Mtb BioA inh	FBA Mtb inh	MazEF act	BoNT-F LC inh	FadD28 FP inh	Mtb UGM inh
COc1ccc(-c2[nH]ncc2CN(C)Cc2cccnc2)c(F)c1	-6	-4	-11	x	-4	6	0	-2.8	3.1
O=C(Cn1ccc(C(F)(F)F)n1)N=Nc1c(O)[nH]c2ccc(Br)cc12	4	13	-10	x	-4	6	-4	-1.6	0.9
COc1ccc(C(=O)Nc2ncc(C)s2)cc1S(=O)(=O)N1CCOCC1	-2	3	0	1.0	-2	5	-8	-2.2	2.3
Cc1cccc(OCCn2c(S(=O)(=O)O)nc3ccccc32)c1	-4	8	-2	0.2	-3	-5	0	-0.6	-0.6
CC(C)c1ccc(COc2ccc(C(=O)N3CCOCC3)cc2)cc1	1	5	18	x	-2	-3	-12	-3.4	-0.4

The list itself, from the first entry:
SMILES	Rv3671c inh	GDH-TPI counter	PrPC TRFRET	Mtb BioA inh	FBA Mtb inh	MazEF act	BoNT-F LC inh	FadD28 FP inh	Mtb UGM inh
COc1ccc(-c2[nH]ncc2CN(C)Cc2cccnc2)c(F)c1	-6	-4	-11	x	-4	6	0	-2.8	3.1
O=C(Cn1ccc(C(F)(F)F)n1)N=Nc1c(O)[nH]c2ccc(Br)cc12	4	13	-10	x	-4	6	-4	-1.6	0.9
COc1ccc(C(=O)Nc2ncc(C)s2)cc1S(=O)(=O)N1CCOCC1	-2	3	0	1.0	-2	5	-8	-2.2	2.3
Cc1cccc(OCCn2c(S(=O)(=O)O)nc3ccccc32)c1	-4	8	-2	0.2	-3	-5	0	-0.6	-0.6
CC(C)c1ccc(COc2ccc(C(=O)N3CCOCC3)cc2)cc1	1	5	18	x	-2	-3	-12	-3.4	-0.4
Cc1cccc(C2=NN(c3ccc(Br)cc3)[C@@H](C(=O)N3CCOC3=O)[C@@H]2c2ccc([N+](=O)[O-])cc2)c1	x	24	0	-0.5	-3	-8	-3	-3.0	x
O=C(O)CSc1nnnn1-c1ccc2c(c1)OCCO2	1	-8	0	-1.1	3	3	-4	-3.1	0.1
Cc1cccc(Cc2ccc(Cl)nn2)c1	-10	0	-2	x	3	-1	6	-3.4	0.3
CCSc1nc2c(c(=O)[nH]c(=O)n2C)n1C/C=C(/C)Cl	-3	7	7	-8.6	0	10	-1	-2.1	-0.2
Cc1ccc(OCc2cc(C(=O)N(C)Cc3nccn3C)no2)cc1C	-6	-7	0	0.1	-4	1	0	-3.2	-1.1
COCCn1c(SCC(=O)Nc2ccc(F)cc2)nc2c(oc3ccccc32)c1=O	-12	-6	5	x	-1	-15	2	-2.7	-3.2
Cc1ccccc1-n1c(=O)cc(N2CCN(C(=O)c3ccco3)CC2)[nH]c1=O	1	-3	1	0.9	-3	3	-1	-3.7	1.2
CCN(C[C@H]1N[C@@](CC)(C(=O)OC)[C@H]2C(=O)N(Cc3ccccc3)C(=O)[C@@H]12)C(=O)Nc1ccc(C)cc1	1	3	0	-0.6	1	-1	-4	0.3	x
Cc1ccccc1NS(=O)(=O)c1nnc(NC(=O)c2ccc(Cl)cc2)s1	-20	25	4	-1.0	-1	-1	4	-2.3	3.4
O=C(CCCCn1c(=S)[nH]c2ccsc2c1=O)NCc1ccco1	-2	15	1	1.3	1	2	-4	1.3	2.7
Cc1cccc(C2N(c3nccs3)C(=O)C3CCCN32)c1 (stereo not given)	-11	-12	0	-1.5	2	2	11	-3.9	-0.5
CCCCCC1(C)NC(=S)N(c2ccccc2)N1 (stereo not given)	7	-12	-1	x	0	4	-3	-3.3	0.3
Nc1c(Br)cc(Br)c2c1C(=O)c1c(cccc1S(=O)(=O)O)C2=O	x	3	-29	2.2	-7	-14	0	4.0	x
CCOc1c(CNCCNC(=O)c2nonc2N)cccc1OC	-1	-2	0	-0.8	7	6	6	0.0	-1.0
CNC(=O)CN1C(=O)NC(Cc2c[nH]c3ccccc23)C1=O (stereo not given)	-3	11	-1	-3.7	5	4	0	0.8	-4.6
COc1ccc(CNC(=O)c2c(O)c3cccc4c3n(c2=O)CCC4)cc1OC	11	-2	2	-3.7	5	9	x	-1.0	-0.7
Cc1ccc(NC(=O)CCn2c(=O)oc3ccccc32)c(C)c1	2	-6	4	x	2	11	10	-2.3	-2.3
CCNC(=O)CC1C(=O)N(c2ccc(C)cc2)C(=O)N1Cc1ccccn1 (stereo not given)	-9	4	2	-0.8	-1	3	-8	-2.1	1.3
O=C(O)Cn1c(SCc2ccccc2)nc2ccccc21	3	17	2	-0.3	2	-2	-1	1.6	-0.3

Quoted at random: 2 records from the list.
SMILES	Rv3671c inh	GDH-TPI counter	PrPC TRFRET	Mtb BioA inh	FBA Mtb inh	MazEF act	BoNT-F LC inh	FadD28 FP inh	Mtb UGM inh
CCNC(=O)CC1C(=O)N(c2ccc(C)cc2)C(=O)N1Cc1ccccn1 (stereo not given)	-9	4	2	-0.8	-1	3	-8	-2.1	1.3
CNC(=O)CN1C(=O)NC(Cc2c[nH]c3ccccc23)C1=O (stereo not given)	-3	11	-1	-3.7	5	4	0	0.8	-4.6

(listing goes on)
SMILES	Rv3671c inh	GDH-TPI counter	PrPC TRFRET	Mtb BioA inh	FBA Mtb inh	MazEF act	BoNT-F LC inh	FadD28 FP inh	Mtb UGM inh
COc1cc(/C=C/c2ccc3cccc(OC)c3n2)c(O)c([N+](=O)[O-])c1	-3	1	0	x	-3	1	-4	-2.2	-0.5
CC1CCN(S(=O)(=O)c2ccc(C(=O)OC(C)C(=O)NC3CCCCC3C)cc2)CC1 (stereo not given)	-7	1	1	-0.1	0	-4	4	-4.2	-2.5
OC1(Cc2cc(-c3ccccc3)no2)CCN(CCCc2ccccc2)CC1	0	-2	-4	-0.3	1	5	-1	-1.8	-1.3
S=C(Nc1ccc2c(c1)OCO2)Nc1ccc2c(c1)OCO2	3	7	0	x	-1	3	-5	-4.6	0.6
O=C(CSc1nc2ccccc2c(=O)n1CC1CCCO1)Nc1ccccc1Cl (stereo not given)	3	-9	3	0.6	-2	5	0	-5.6	-0.9
O=C(CCCn1c(=O)c2sccc2n(CC(=O)NCc2ccco2)c1=O)NCc1ccco1	-11	-6	2	x	0	-11	3	-1.3	0.4
CC(=O)Nc1ccc(S(=O)(=O)c2ccc(N)cc2)cc1N	-4	-1	-1	-0.3	4	13	-4	-2.6	3.1
O=C(Nc1ccc(CN2CCCCC2)cc1)c1sc2ccccc2c1Cl	-14	3	-7	0.2	0	10	-4	0.3	1.1
C=CCNc1sc(C(=O)c2ccccc2)c(N)c1C#N	1	12	-13	x	-4	0	3	-3.6	-0.4
COc1ccc(NC(=O)c2cccc(NC(=O)C(C)C)c2)c([N+](=O)[O-])c1	4	-2	-35	-1.8	-2	3	0	-2.6	0.5
O=C(CSc1nnc(-c2cccnc2)o1)Nc1ccc(Cl)cc1	12	6	0	x	-4	-4	-2	-2.5	1.6
Cc1ccc(Nc2nc(Cl)nc3ncn(C)c23)c(C)c1	x	7	2	3.6	4	-5	2	-3.8	x
COc1cc(O)oc1C=Nc1ccc(Oc2ccccc2)cc1	4	10	5	x	3	3	-7	-2.2	-2.6
O=C(Nc1sc2c(c1C(=O)O)CCCC2)C(=O)N1CCOCC1	3	6	3	-1.0	-1	-1	-1	-0.6	0.6
CCC(C)NC(=O)COC(=O)c1cccnc1Nc1ccccc1F (stereo not given)	8	10	-3	-1.3	-3	4	-1	0.2	-1.9
COCCNC(=O)C(=O)Nc1cc2c3c(c1)C(C)C(=O)N3CCC2 (stereo not given)	-22	6	-6	-0.5	-1	0	2	-5.0	-0.7
Cc1cccc(C)c1NC(=O)CN(C)C(=O)CC1Sc2ccccc2NC1=O (stereo not given)	5	-14	-4	-0.8	0	-1	u	-2.3	-2.5
O=c1ccnc(Nc2ccc(Cl)cc2)[nH]1	-1	5	2	-0.6	1	2	-1	0.0	0.5
COc1ccc(/C=N/n2c(C)nc3ccccc3c2=O)cc1OC	-14	7	-3	0.0	0	0	0	0.4	0.1
Cc1cccc(Nc2nc(N)c([N+](=O)[O-])c(NCCO)n2)c1	-8	24	-21	x	-1	8	u	-0.9	0.5
COc1ccc(N(CC(=O)NCCSc2ccccn2)S(=O)(=O)c2ccccc2)cc1Cl	4	-4	0	0.0	-1	-2	1	-4.2	-0.3
CC1(C)CNC(=O)CC(C)(C)N1	-7	0	3	-0.9	-4	-4	-4	-1.7	-2.1
CCCCOc1ccc(C(=O)N/N=C/c2ccc(OCCN3CCCCC3)c(OC)c2)cc1	-3	25	-13	1.8	3	-9	-18	-4.9	-1.3
CCCCN1C(=O)C(=O)N(CC(=O)Nc2ccc(C(N)=O)cc2)C1=O	-3	10	-2	1.0	5	6	-7	-1.7	0.1
O=C1CC(C(F)(F)F)=NN1	6	-1	4	0.9	1	0	-16	-2.3	4.2
O=C(C1CCN(S(=O)(=O)c2ccccc2)CC1)N1CCC2(CC1)OCCO2	-6	5	3	-3.7	1	8	-1	-1.0	2.7
Cn1cccc1/C=N/N1CCN(Cc2ccccc2)CC1	-6	1	5	x	-4	2	u	-1.2	-0.9
CC(C)(C)c1ccc(NC(=O)CSc2n[nH]c(=O)n2-c2cccnc2)cc1	3	-4	5	-0.1	1	6	1	-2.7	0.7
COc1ccccc1CC(=O)NCCc1c[nH]c2ccccc12	2	-4	5	-2.2	2	2	-4	-1.9	2.3
COc1ccc(-c2ccc3oc(-c4ccsc4)c(-c4ccc(OC)cc4)c3c2)cc1	-5	16	2	-1.5	7	6	7	-0.1	-2.2
COc1ccc(/C(O)=C2/C(=O)C(=O)N(CC3CCCO3)C2c2ccc(OC)c(OC)c2)cc1 (stereo not given)	3	6	-1	-0.6	3	-2	-18	-2.0	-2.5
CC(=O)Nc1cccc(C(=O)NNC(=O)c2ccc(-n3cnnn3)cc2)c1	-3	8	-8	-1.2	-1	-4	-22	1.2	0.8
CCCN(CCC)C(=O)C1c2ccccc2Oc2ccccc21	4	4	6	x	10	-2	1	5.7	-0.1
Cc1cc(C)c(C(O)c2ncc(-c3ccccc3Cl)[nH]2)c(C)c1 (stereo not given)	x	11	1	0.3	1	x	-1	-2.8	x
CCc1ccc(NC(=O)C2CCCN2S(=O)(=O)c2ccc3c(c2)n(C)c(=O)c(=O)n3C)cc1 (stereo not given)	-1	2	-3	-0.9	1	11	2	-4.6	1.8
O=C(Cc1c(Cl)cccc1Cl)Nc1ccc(S(=O)(=O)Nc2ncccn2)cc1	-1	-2	6	-1.2	1	13	-8	-4.4	1.7
Cc1ccc(S(=O)(=O)N2CCN(c3nc(C)c4c(c3C#N)CC(C)(C)OC4)CC2)cc1	x	4	6	-0.1	8	0	-6	-1.0	x
CCN(C(=O)CSc1nccn1C)c1cccc2ccccc12	1	7	6	-3.4	0	3	0	-1.4	-0.7
O=C(c1ccc2nc(Cc3cccc(Cl)c3)oc2c1)N1CCC(O)CC1	4	-1	-4	0.6	0	3	4	u	0.2
CSCCC(NC(=O)c1ccc(Cl)cc1)C(=O)OCC(=O)N1CCCC1=O (stereo not given)	1	-10	-2	0.0	1	3	4	-3.3	3.0
CCN1C(=O)C(CC(=O)Nc2cccc(C(C)=O)c2)S/C1=N\c1ccccn1 (stereo not given)	1	17	0	x	1	-4	0	-1.0	2.5
COc1cc2c(cc1NC(=O)c1cncc(Br)c1)oc1ccccc12	-3	19	-2	-1.4	3	0	3	-2.5	2.7
CC(NCc1cccc(OCc2ccccc2)c1)C(O)c1ccccc1 (stereo not given)	2	-4	11	x	1	5	x	-2.2	1.2
CCC(C)N(C(=O)COC(=O)c1nc(Cl)ccc1Cl)C1CCS(=O)(=O)C1 (stereo not given)	7	4	6	-1.9	0	-9	-9	-1.0	1.4
CCN1CCSc2ccc(C(=O)NCc3cccc(Br)c3)cc21	8	6	3	-0.9	40*	3	-3	-3.5	0.9
COc1ccccc1N1CCN(C(=O)c2ccc(CS(=O)(=O)c3ccccc3OC)o2)CC1	-2	-3	-6	x	-4	-13	-4	-1.4	1.0
CC(Sc1ccc(S(=O)(=O)N2CCOCC2)cn1)C(=O)Nc1ccc(Cl)cc1Cl (stereo not given)	2	14	3	-1.1	3	0	-6	-1.0	0.2
CCOC(=O)c1sc(NC(=O)CSc2nc3c(cc2C#N)CCCCC3)c(C#N)c1C	1	-6	-1	0.9	-4	27	0	-3.8	-1.2
CNC(=O)c1ccc(NC(=O)CC2SC(N3CCCC3)=NC2=O)cc1 (stereo not given)	-3	1	-2	-2.5	3	5	5	0.2	-1.8
Cc1c(C(=O)Nc2cccc([N+](=O)[O-])c2)sc2ncn(CC(=O)N3CCOCC3)c(=O)c12	-2	13	-13	3.2	-2	8	-1	-0.7	-1.7

Assay outcomes from PubChem BioAssay.
